# Rv3671c inh: Rv3671c serine protease inhibitors, primary screen, biochemical, fluorescence polarization, M. tuberculosis H37Rv | P9WHR9 | inhibition, % at 5.96 µM | 320,000 tested, 0.048% active; in the data active means inhibition above about 38%;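 further: extracellular domain of Rv3671c used as enzyme; 0% = enzyme with DMSO and 100% = no enzyme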
# VHR inh abs: VHR1 phosphatase inhibitors, primary screen, biochemical, absorbance, uHTS; Dual specificity protein phosphatase 3 (Homo sapiens), P51452; recombinant VHR phosphatase, pNPP absorbance; inhibition, % at 13.3 µM; 290,000 tested, 0.52% active; AID 1654, 2009; in the data active means inhibition above about 50%; further: some compounds called inactive have numbers as strong as hits
# Target sequence (P51452 whole entry, looked up): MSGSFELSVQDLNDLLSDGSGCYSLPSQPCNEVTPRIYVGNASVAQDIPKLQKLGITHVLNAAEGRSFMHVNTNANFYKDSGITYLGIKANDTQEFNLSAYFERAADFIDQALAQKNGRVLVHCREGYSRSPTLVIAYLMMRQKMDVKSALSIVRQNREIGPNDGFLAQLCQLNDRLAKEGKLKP
# GDH-TPI inh: GDH-TPI coupling enzyme inhibitors, primary screen, artefact control for M. tuberculosis FBA inhibitor project, biochemical, absorbance, full deck | inhibition, % at 4.8 µM | 360,000 tested, 1.2% active | GDH-TPI coupled enzyme counterscreen, NADH absorbance; in the data active means inhibition above about 30%;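 further: 0% = DMSO wells and 100% = wells lacking the enzyme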
# Mtb BioA inh: M. tuberculosis BioA enzyme inhibitors, primary screen, biochemical, plate reader, single point, HTS. 7,8-diaminopelargonic acid synthase BioA (Mycobacterium tuberculosis). 360,000 tested, 0.096% active. inhibition, % at 9.99 µM. purified M. tuberculosis BioA enzyme; in the data active means inhibition above about 40%
# Mtb FBA inh: Mtb FBA enzyme inhibitors, primary screen, biochemical, fluorescence, strain H37Rv | Fructose-bisphosphate aldolase (Mycobacterium tuberculosis (strain ATCC 25618 / H37Rv)), … | purified M. tuberculosis FBA, fluorescence read-out | inhibition, % at 1 µM | 360,000 tested, 2.3% active; in the data active means inhibition above about 27%;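 further: 0% = vehicle and 100% = reference inhibitor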
# Target sequence (P9WQA3 whole entry, looked up): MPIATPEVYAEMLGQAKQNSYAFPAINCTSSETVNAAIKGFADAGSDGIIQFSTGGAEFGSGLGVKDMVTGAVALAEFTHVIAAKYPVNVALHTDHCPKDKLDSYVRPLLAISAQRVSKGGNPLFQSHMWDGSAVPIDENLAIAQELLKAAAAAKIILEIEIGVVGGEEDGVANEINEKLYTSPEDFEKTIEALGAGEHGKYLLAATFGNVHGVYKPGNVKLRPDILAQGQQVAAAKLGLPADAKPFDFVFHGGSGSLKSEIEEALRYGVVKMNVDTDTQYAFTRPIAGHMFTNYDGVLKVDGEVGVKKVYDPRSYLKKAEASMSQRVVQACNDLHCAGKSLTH
# PriA SSB inh: inhibitors of Klebsiella pneumoniae PriA binding to SSB C-terminal tail, primary screen, biochemical, AlphaScreen. 430,000 tested, 0.6% active. inhibition, % at 33 µM. AlphaScreen SSBct-PriA binding, biotinylated peptide. AID 1272365, 2023. PriA–SSB C-terminal tail interaction (Klebsiella pneumoniae); in the data active means inhibition mostly above about 37%, no sharp cut-off; inactive means mostly below about 20%;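 further: plate controls were negative control peptide for no effect and reference peptide for full effect; strong numbers were not always called active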
# Mtb UGM inh: M. tuberculosis UGM enzyme inhibitors, primary screen, biochemical, fluorescence polarization, single point; inhibition, % at 10 µM; UDP-galactopyranose mutase (Mycobacterium tuberculosis (strain ATCC 25618 / H37Rv)), …; purified UGM, fluorescence polarization probe displacement; 320,000 tested, 0.06% active; AID 504406, 2011; in the data active means inhibition above about 10%, passing the limit was not always enough
# Target sequence (P9WIQ1 whole entry, looked up): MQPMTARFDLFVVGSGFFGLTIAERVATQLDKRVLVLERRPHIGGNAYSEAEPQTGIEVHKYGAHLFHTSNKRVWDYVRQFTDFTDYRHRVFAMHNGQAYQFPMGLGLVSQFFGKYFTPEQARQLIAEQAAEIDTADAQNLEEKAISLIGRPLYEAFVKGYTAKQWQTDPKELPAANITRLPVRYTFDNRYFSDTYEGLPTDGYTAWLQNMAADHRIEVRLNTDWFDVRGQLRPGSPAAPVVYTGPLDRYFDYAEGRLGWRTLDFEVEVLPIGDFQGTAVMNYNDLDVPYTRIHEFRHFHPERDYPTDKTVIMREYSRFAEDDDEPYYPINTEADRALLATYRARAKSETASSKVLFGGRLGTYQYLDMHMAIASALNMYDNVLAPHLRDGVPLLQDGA
# SARS 3CLpro inh: SARS-CoV 3CLpro protease inhibitors, primary screen, biochemical, quenched FRET | 290,000 tested, 0.14% active | AID 1706, 2009 | inhibition, % at 6 µM | Replicase polyprotein 1ab (Severe acute respiratory syndrome coronavirus), P0C6X7 | recombinant SARS-CoV 3CLpro, quenched FRET peptide cleavage; in the data active means inhibition above about 12%
# BH1578 lux ind: inducers of Vibrio cholerae quorum light production without autoinducers, primary screen, BH1578 luxS cqsA deficient, single point | activation, % at 18.7 µM | 350,000 tested, 0.16% active | V. cholerae BH1578 lux reporter, luminescence, 6 h; in the data active means activation mostly above about 9.7%, no sharp cut-off; further: not every result past the cut was called active; inactives centre near 0; reference of the scale not given here
# MazEF act: activators of E. coli MazEF toxin-antitoxin RNase, primary screen, biochemical, fluorescence, uHTS. Endoribonuclease toxin MazF (Escherichia coli (strain K12)), P0AE70. 350,000 tested, 0.32% active. activation, % at 20 µM. FAM/BHQ RNA-DNA oligo cleavage fluorescence, 5 h; in the data active means activation above about 50%
# Target sequence (P0AE70 whole entry, looked up): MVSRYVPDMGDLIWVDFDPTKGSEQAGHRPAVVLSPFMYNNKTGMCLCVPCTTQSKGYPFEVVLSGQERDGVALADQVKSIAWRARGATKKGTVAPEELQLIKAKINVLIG
# Starred values were filed as active, the others as inactive; i = inactive; . = not tested or not shown. A portion of the library; rates above refer to the full screens.
SMILES,Rv3671c inh,VHR inh abs,GDH-TPI inh,Mtb BioA inh,Mtb FBA inh,PriA SSB inh,Mtb UGM inh,SARS 3CLpro inh,BH1578 lux ind,MazEF act
COc1ccc(N(CC(=O)Nc2ccccc2C(=O)O)S(=O)(=O)c2ccc(C)c([N+](=O)[O-])c2)cc1,0.6,15.1,3.5,-0.8,3.2,2.2,-0.6,4.9,-0.2,-11.6
O=C(COC(=O)/C=C/c1ccc2c(c1)OCO2)NC1CC1,0.8,2.6,21.8,.,14.2,-8.2,0.4,0.5,i,4.7
CCN(CC)C(=O)c1cccc(-c2csc(C(O)(c3ccccc3)C(F)(F)F)n2)c1 (centres undefined),.,.,3.5,-1.4,1.3,.,.,.,-0.1,.
CCOC(=O)c1c(NC(=S)Nc2ccccc2)sc2c1CCN(CC)C2,-6.4,21.3,-0.6,13.2,3.2,-7.6,0.4,-13.8,-0.6,51.2*
COc1ccccc1Nc1nc2cc(C)ccc2cc1C#N,2.4,22.2,-8.3,.,-2.9,-11.8,-0.8,4.1,i,5.2
NC(=O)c1cc(Cl)ccc1OCC(=O)NC1CC1,2.2,.,-1.3,-0.1,5.0,-8.7,4.2,.,0.0,3.5
COc1ccc(CNC(=O)c2nn(C)c3c2CS(=O)(=O)c2ccccc2-3)cc1,-4.2,24.6,0.9,0.8,3.9,-28.6,2.0,-3.7,i,7.6
Cc1nn(-c2ccccc2)c(Cl)c1/C=N/Nc1ccc(S(=O)(=O)Nc2ccccc2C(=O)O)cc1[N+](=O)[O-],9.0,32.7,47.1*,-2.0,-5.5,.,-0.2,5.2,-0.2,0.3
N#Cc1ccsc1NC(=O)CSc1ncnc2ccccc12,0.0,7.2,11.3,-3.4,-2.9,4.6,2.4,-0.8,i,10.7
CC(=O)NC12CC3CC(C1)CC(C(=O)N(C)CC(=O)Nc1ccccc1Cl)(C3)C2,1.8,.,1.4,3.3,0.0,3.1,4.3,.,-2.3,2.3

# In the list so far, these contain a COOH group.
SMILES,Rv3671c inh,VHR inh abs,GDH-TPI inh,Mtb BioA inh,Mtb FBA inh,PriA SSB inh,Mtb UGM inh,SARS 3CLpro inh,BH1578 lux ind,MazEF act
COc1ccc(N(CC(=O)Nc2ccccc2C(=O)O)S(=O)(=O)c2ccc(C)c([N+](=O)[O-])c2)cc1,0.6,15.1,3.5,-0.8,3.2,2.2,-0.6,4.9,-0.2,-11.6
Cc1nn(-c2ccccc2)c(Cl)c1/C=N/Nc1ccc(S(=O)(=O)Nc2ccccc2C(=O)O)cc1[N+](=O)[O-],9.0,32.7,47.1*,-2.0,-5.5,.,-0.2,5.2,-0.2,0.3

# (more compounds)
SMILES,Rv3671c inh,VHR inh abs,GDH-TPI inh,Mtb BioA inh,Mtb FBA inh,PriA SSB inh,Mtb UGM inh,SARS 3CLpro inh,BH1578 lux ind,MazEF act
CC(=O)OC1OCCOC1NC(=S)Nc1cccc(C(F)(F)F)c1 (centres undefined),0.4,26.2,0.0,.,-1.6,-2.8,-0.7,0.8,-0.5,-5.4
CCCOc1ccc(C(=O)Nc2ccc(N(C)C)cc2)cc1,4.4,-19.6,7.2,-0.3,-1.1,16.2,1.4,-5.2,i,4.1
COCC(=O)N1CCC(Oc2ccc(C(=O)NC(C)c3nccs3)cc2)CC1 (centres undefined),1.5,19.2,-1.0,-2.4,0.7,-8.6,0.5,2.4,.,-1.2
CC(Nc1nc(-c2ccc(F)cc2)cs1)c1nc2cc(C(F)(F)F)ccc2n1CCOCCO (centres undefined),1.4,.,2.6,0.1,0.2,-2.6,-0.5,.,i,2.9
COC(=O)c1cn(CC(=O)N2CCCCC2C)c2ccccc12 (centres undefined),-0.8,23.2,15.5,-2.0,0.1,1.2,1.5,-5.7,i,3.7
CCC1(c2ccccc2)NC(=O)N(CC(=O)NCc2ccc(C)cc2)C1=O (centres undefined),-10.5,9.6,1.8,-0.5,0.9,2.0,0.4,-0.2,-0.3,5.9
Cc1ccc(N(C)C(=O)N2CCN(S(=O)(=O)c3c(C)cc(C)cc3C)CC2)cc1,0.7,20.1,4.0,-1.1,1.2,-1.1,-1.5,1.2,-0.4,-1.7
O=C(NNC(=O)c1cccnc1)Nc1cccc2ccccc12,-1.0,29.7,2.7,0.0,7.1,-10.9,-2.1,-1.0,0.4,2.9
CC(=O)c1cc2c(cc1NS(=O)(=O)c1cccc(C(=O)O)c1)OCO2,-7.3,3.5,5.3,0.2,2.6,-8.8,-0.4,-4.6,-4.0,-5.8
CCC1CCCCN1C(=O)CSc1nc(N)cc(N)n1 (centres undefined),-5.2,-12.6,0.6,.,5.8,-0.4,-0.2,-2.5,i,5.0
O=C(Nc1ccccc1C(=O)N1CCOCC1)C1CC(=O)N(C2CCCC2)C1 (centres undefined),-6.2,2.6,0.6,.,1.8,-4.3,-2.7,-7.6,1.2,4.8
CCCCCN1CC(=O)N2Cc3[nH]c4ccccc4c3C[C@H]2C1=O,-6.8,-7.6,0.0,-0.2,1.3,3.8,-0.3,0.4,0.8,1.5
Cc1ccc2[nH]c(O)c(N=Nc3ccccc3[N+](=O)[O-])c2c1,.,.,3.5,.,-2.5,-7.3,.,.,-5.6,47.1
COc1ccc(C(=O)Nc2ccccc2C(=O)Nc2ccccc2C(=O)O)cc1,-54.1,8.1,-5.9,1.5,-4.4,6.3,1.4,2.2,-0.3,-3.3
Nc1nc(C(c2ccccc2)c2ccccc2)cs1,-0.8,-8.1,-1.5,-0.2,0.2,4.8,1.3,-0.2,-0.1,-4.4
COc1ccc(C(=O)C2CCCN(Cc3cccn3-c3nccs3)C2)cc1OC (centres undefined),-4.1,17.5,5.6,-0.3,2.3,-2.6,0.8,3.9,-3.3,14.8
Cc1nn(C)cc1C(C(=O)NC1CCCCC1)N(Cc1ccccc1Cl)C(=O)c1cnccn1 (centres undefined),-2.7,-0.1,5.7,.,-1.4,-8.4,0.1,-0.4,-0.6,-10.1
Cc1nn(C)c(C(=O)NCc2ccc(Cl)cc2)c1Cl,-4.9,0.1,0.4,-2.5,0.4,-1.9,-2.7,-4.1,-0.1,-8.6
Cc1oc(-c2ccccc2)nc1C(=O)OCC(=O)NCc1ccc(Cl)cc1,11.2,.,1.4,0.4,-1.1,-7.4,1.9,.,i,2.4
CCOc1cc(NC(=S)NCC2CCCO2)c(OCC)cc1NC(=O)c1ccccc1C (centres undefined),9.2,19.7,4.8,-1.8,3.8,21.2,1.6,5.5,.,-4.5
Cc1ccc(C)c(NC(=O)CSc2nccn2Cc2ccco2)c1,0.8,27.9,5.8,0.8,-1.3,8.8,0.0,-9.1,-0.3,7.9
COc1ccc(/C=C2/SC(=S)N(n3c(C)ccc3C)C2=O)cc1,-0.4,-1.3,13.6,-2.0,-4.0,-34.3,0.2,1.2,-0.4,-2.2
O=C(OCc1ccc(-c2ccccc2)cc1)c1cccc(O)c1,-41.8,8.6,-1.0,-2.3,1.0,-30.0,0.8,6.7,-3.4,-17.7
CC(=O)Nc1cccc(-c2ccnc3c2CC(C(=O)Nc2cccc(N(C)C)c2)O3)c1 (centres undefined),.,.,3.5,-0.4,3.1,.,.,.,-0.3,.
Cc1cc(C(=O)Nc2ccc(F)cc2F)on1,0.6,-23.8,-0.9,-1.9,4.6,-11.9,-1.4,2.0,-10.0,-1.1
CC(C)N(Cc1ccccc1)C(=O)CN1C(=O)COc2ccc(S(=O)(=O)NC3CCCC3)cc21,-3.9,7.8,-8.9,0.2,0.3,0.3,-1.4,1.4,i,2.0
COc1ccc(C(=O)N2CCN(Cc3ccccn3)CC2)cc1,1.1,-19.5,-2.5,-1.6,2.1,-6.7,-4.4,2.1,i,12.9
Cc1cc2c(SCC(=O)NC3CCCCC3)ncnc2s1,-4.3,6.7,-3.0,-1.6,14.7,-12.2,-0.7,-3.5,-4.8,5.4
CN(CC(=O)N(C)CC(=O)Nc1c(Cl)cccc1Cl)Cc1ccccc1F,-0.4,.,0.3,-0.4,-4.0,-6.8,4.0,.,-1.0,4.6
Cc1c(C(=O)N2CCN(c3ccccn3)CC2)sc2ncnc(N3CCOCC3)c12,-1.4,21.8,3.3,12.3,2.1,-6.1,-0.4,1.9,-0.6,-1.7
Cc1c(C)c2cc(Cl)c(OCC(=O)NC3CC(C)(C)NC(C)(C)C3)cc2oc1=O,-2.5,66.4,14.8,-2.0,18.8,-3.4,-2.4,-1.8,-0.2,-1.9
CCOC(=O)c1ccc(NC(=S)Nc2ccccn2)cc1,-4.1,13.2,9.7,1.4,-0.7,-11.7,-1.0,-0.2,i,-6.0
COc1ccc(N2CCN(C(C)C(=O)N3CC(C)OC(C)C3)CC2)cc1 (centres undefined),1.9,29.5,11.1,.,4.0,15.0,0.8,2.2,-0.5,5.8
COc1ccc(C2c3ccc4ccccc4c3Oc3ncn(CCO)c(=N)c32)cc1 (centres undefined),-13.4,20.1,-3.3,0.1,-2.0,2.7,-0.2,-0.1,-0.6,14.3
Cc1ccc(CS(=O)(=O)c2nc3c(c(N(C)C)n2)CCCC3)cc1,-0.7,17.4,6.3,.,0.0,-11.3,-0.9,-3.4,.,10.2
CCc1ccc(NC(=O)N(CCN2CCOCC2)C2CCN(C(C)=O)CC2)cc1,-2.8,42.9,-4.1,.,2.4,-9.9,-1.2,5.2,0.1,-1.0
O=c1c(-c2ccc(O)cc2)coc2cc(OC3OC(CO)C(O)C(O)C3O)ccc12 (centres undefined),-4.8,-3.0,12.1,-0.9,-1.9,-10.4,-2.4,0.5,4.5,7.4
Cc1cc(C)cc(NC(=O)CN2CCC(NC(=O)Cc3ccccc3)CC2)c1,5.0,20.9,4.1,-4.4,1.5,-15.9,-0.5,7.0,-0.6,-3.6
COc1ccc(CCN2C(=O)N[C@@H](CCC(=O)O)C2=O)cc1,2.5,2.1,5.9,.,3.6,-14.2,0.4,0.0,-0.2,-16.2
COc1ccc(CNC(=O)CN(Cc2ccc(Cl)cc2)C(=O)c2csnn2)cc1,11.1,25.9,-0.8,-0.1,2.6,-12.2,3.0,2.0,-0.2,4.3
CNC(=O)c1cc2cc(OC)ccc2n1CCN(Cc1ccccc1)Cc1ccccc1,-7.9,14.6,0.8,1.7,0.7,-9.1,0.0,8.3,25.0*,3.2
COCCOC(=O)C1=C(C)N=c2s/c(=C\c3cccs3)c(=O)n2C1c1cccs1 (centres undefined),-3.6,17.0,6.9,-0.3,-1.9,.,-1.3,-4.6,i,-7.2
C[C@H](NC(=O)c1ccc(C(C)(C)C)cc1)C(=O)N1CCN(C/C=C/c2ccccc2)CC1,-6.8,.,-2.2,0.1,-2.2,3.5,2.0,.,-0.3,1.0
CN(C)C(/C=C/Nc1ccc(F)cc1F)=C(C#N)C#N,0.2,7.2,4.5,7.4,-3.6,-16.1,-2.1,-1.7,i,2.2
FC(F)(F)c1cc(Oc2ccccc2)ncc1-c1nnc(-c2ccccc2Cl)o1,-4.1,1.2,2.4,-0.6,-2.3,-4.3,-0.9,4.3,i,5.5
Cc1cc(/N=C/N(C)C)on1,5.0,16.9,-1.6,-0.8,-1.3,.,1.3,2.6,1.8,3.2

# High-throughput results as filed in PubChem.
